Neddyl block – inhibitors of human cullin neddylation | P61081+Q13564 | TR-FRET cullin neddylation, biochemical | calls only at 25 µM | 360,000 compounds, 0.58% hits; in the data active = inhibition above about 36%
DNMT1 inh – inhibitors of human DNMT1; P26358; DNMT1 molecular beacon, Hinp1I cleavage, fluorescence; inhibition (reported as % activation of signal), % at 10 µM; 360,000 compounds, 0.83% hits; AID 588458; in the data active = inhibition above about 50%
NadD block – inhibitors of Staphylococcus aureus NadD; 360,000 compounds, 0.78% hits; purified NadD enzyme, colorimetric absorbance read-out; inhibition, % at 20 µM; in the data active = inhibition above about 26%; also: some compounds past the cut are filed as inactive
SUMO1 PPI mod – modulators of human SUMO1-mediated protein-protein interactions; AID 602429; inhibition, % at 20 µM; 360,000 compounds, 0.33% hits; SUMO1 binding to a labelled peptide, TR-FRET, 1 h; in the data active = inhibition above about 37%
Target sequence (P63165 whole entry, looked up): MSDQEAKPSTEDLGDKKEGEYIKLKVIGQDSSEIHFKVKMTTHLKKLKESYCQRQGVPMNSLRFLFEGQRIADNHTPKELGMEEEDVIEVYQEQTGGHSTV
SKN-1 block – C. elegans SKN-1 inhibition. C. elegans VP596 Pgst-4::GFP/RFP ratio, acrylamide-induced, 24 h. inhibition, % at 21.8 µM. 360,000 compounds, 0.49% hits. AID 624304;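 active = interference check ratio from 0.5 to 1.5 plus GFP to RFP signal ratio inhibition reaching or exceeding a fixed threshold, cut at about 30% in these data, passing the limit was not always enough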; also: some compounds called inactive have numbers as strong as hits
TbMetRS inhib – Trypanosoma brucei MetRS inhibition; purified T. brucei MetRS, ATP depletion, Kinase-Glo luminescence; inhibition, % at 11.9 µM; 360,000 compounds, 0.4% hits;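 active = inhibition above a per-plate cutoff of the control wells' mean inhibition plus 3 SD, cut at about 5.5% in these data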;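 also: 0% = DMSO wells median and 100% = median of wells with control inhibitor compound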
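Material: T. brucei methionyl-tRNA synthetase, purified; reagent: substrates ATP, L-methionine and bulk Escherichia coli tRNA; dosing: 11.9 µM single point; timing: 15 min plus 2 h at 25 °C; detection: luminescence of leftover ATP; evaluation: % inhibition; control set: DMSO-only wells as low control; replicates: singlicate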
CendR NRP1 mod – NRP-1/CendR interaction modulation; O14786; FAM-RPARPAR peptide binding to NRP-1, fluorescence polarization; inhibition, % at 25 µM; 360,000 compounds, 0.85% hits; AID 602438;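 active = inhibition or corrected inhibition above about 18%, plus a signal ratio from 0.5 to 1.5, limit read from the data, passing the limit was not always enough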; also: strong numbers were not always called active
LMPTP block – blocks human LMPTP phosphatase. 360,000 compounds, 0.22% hits. inhibition, % at 20 µM. recombinant LMPTP-A, OMFP fluorogenic substrate, fluorescence intensity;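 active = compounds that cut the enzyme signal by at least half of the control window in the single-dose screen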;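 also: plate controls were DMSO wells with enzyme plus substrate for no effect and substrate without enzyme for full effect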
Target sequence (P24666 whole entry, looked up): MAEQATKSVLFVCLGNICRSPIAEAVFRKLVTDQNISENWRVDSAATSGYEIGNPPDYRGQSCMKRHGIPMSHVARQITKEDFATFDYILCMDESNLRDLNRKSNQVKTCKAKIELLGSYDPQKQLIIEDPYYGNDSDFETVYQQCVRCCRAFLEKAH
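Test system: LMPTP-A phosphatase enzyme. Amount: LMPTP-A at 0.625 nM final in the reaction. Reagent: OMFP substrate, 400 µM final. Times: 50 min at room temperature. Signal: endpoint fluorescence intensity from OMFP dephosphorylation. Read-out basis: % inhibition. Benchmarks: no-enzyme and uninhibited controls.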
Scp1 inh – Scp-1 (human) phosphatase inhibition | Recombinant Scp1, phosphopeptide, malachite green phosphate absorbance | inhibition, % at 20 µM | 340,000 compounds, 0.88% hits | AID 493091;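 active = inhibition above about 50% at 20 µM, limit read from the data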;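 also: plate controls were DMSO wells with enzyme for no effect and wells lacking enzyme for full effect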
Target sequence (Q9GZU7 76-261 limits assumed): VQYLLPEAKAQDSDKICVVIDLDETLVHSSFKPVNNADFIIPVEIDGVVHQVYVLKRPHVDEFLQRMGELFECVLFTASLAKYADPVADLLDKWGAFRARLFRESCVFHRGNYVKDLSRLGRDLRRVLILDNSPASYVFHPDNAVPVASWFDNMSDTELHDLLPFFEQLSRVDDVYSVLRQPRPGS
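Test system: SCP-1 phosphatase catalytic domain, residues 76-261; measured by: colorimetric phosphate reagent with accelerator and stabiliser, absorbance at 630 nm; timing: enzyme reaction 45 min at room temperature, colour 5 min, stabilisation 30 min; also added: Phosphorylated 17-residue peptide substrate; compound dosing: one concentration, 20 µM, with 1.0% DMSO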
STEP inh – blocks human striatal-enriched tyrosine phosphatase; inhibition, % at 20 µM; P54829; AID 588621; recombinant STEP, OMFP fluorogenic substrate, fluorescence; 360,000 compounds, 0.25% hits;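 active = inhibition at 20 µM, scaled per plate between control wells, above about 37%, limit read from the data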;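 also: 0% = DMSO with enzyme and substrate and 100% = substrate only without enzyme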
Target sequence (P54829 whole entry, looked up): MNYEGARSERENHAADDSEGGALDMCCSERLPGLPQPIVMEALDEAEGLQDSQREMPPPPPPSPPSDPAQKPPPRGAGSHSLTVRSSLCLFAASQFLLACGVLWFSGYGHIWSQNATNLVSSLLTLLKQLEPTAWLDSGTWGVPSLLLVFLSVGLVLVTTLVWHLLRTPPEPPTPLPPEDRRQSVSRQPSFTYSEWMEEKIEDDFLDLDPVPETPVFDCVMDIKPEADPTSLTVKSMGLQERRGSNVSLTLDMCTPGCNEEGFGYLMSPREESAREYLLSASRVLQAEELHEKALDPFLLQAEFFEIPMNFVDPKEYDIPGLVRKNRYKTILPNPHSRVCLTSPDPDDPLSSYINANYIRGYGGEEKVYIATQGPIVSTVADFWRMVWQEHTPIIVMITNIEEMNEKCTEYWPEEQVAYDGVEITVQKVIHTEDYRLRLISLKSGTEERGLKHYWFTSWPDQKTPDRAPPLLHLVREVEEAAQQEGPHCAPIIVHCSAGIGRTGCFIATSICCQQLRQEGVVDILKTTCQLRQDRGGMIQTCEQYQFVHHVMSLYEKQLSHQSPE
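medium = Bis-Tris buffer pH 6.0, 2.5 mM DTT, 0.005% Tween 20 | test system = STEP (striatal-enriched tyrosine phosphatase) enzyme, cell-free | measure = normalized % inhibition | compound dosing = 20 µM, 1% DMSO | also added = 25 µM OMFP | schedule = reaction 20 min, ambient temperature | measured by = fluorescence read at 480 nm ex / 540 nm em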
* hit, by the source's call; i = inactive; . = not tested or not shown; + = active, no number.

SMILES | Neddyl block | DNMT1 inh | NadD block | SUMO1 PPI mod | SKN-1 block | TbMetRS inhib | CendR NRP1 mod | LMPTP block | Scp1 inh | STEP inh
CC(C)(C)c1ccc(NC(=O)C2CCCN(c3cnccn3)C2)cc1 (stereo unspecified) | + | 0 | -6 | 2 | 11 | 0.6 | -4 | 1.3 | -7 | -1
CC[C@@H](C)[C@H](N)C(=O)NC[C@H]1O[C@@H](n2cnc3c(N)ncnc32)[C@H](O)[C@@H]1O | i | 1 | 1 | 4 | -2 | -1.5 | -12 | 1.7 | 7 | -2
CCOc1ccc(C(=O)CCCC(=O)c2ccc(OCC)cc2)cc1 | i | 6 | 0 | 9 | 1 | 0.2 | 1 | 26 | 77* | 8
CCN(CC)c1ccc(/C=N/NS(=O)(=O)c2ccc(CNC(C)=O)cc2)cc1 | i | -2 | 0 | -5 | -1 | 0.2 | -3 | -0.8 | 3 | 2
O=C(CSc1nnnn1-c1ccccc1)Nc1ccc(N2CCOCC2)c(Cl)c1 | i | -6 | 17 | 0 | -2 | -1.1 | -4 | -0.8 | 5 | -6
CN(CC1CCCN(CCc2ccc(F)cc2)C1)C(=O)CCC(N)=O (stereo unspecified) | i | 2 | -1 | 4 | 6 | -0.7 | 3 | -0.6 | -11 | -2
O=C(NCc1cccnc1)c1ccc2c(c1)C(=O)N(Cc1ccccc1)C2=O | i | 3 | -2 | -35 | 5 | -0.8 | 6 | 0.0 | -1 | -1
CC(C)CNC(=O)NC1(C(F)(F)F)Oc2ccccc2O1 | i | -2 | 1 | 3 | -8 | 0.6 | -2 | -1.6 | -14 | -1
COc1ccccc1N1CCN(S(=O)(=O)c2c[nH]c(=O)[nH]c2=O)CC1 | i | 3 | -2 | 4 | 10 | -0.1 | 1 | -2.0 | 3 | -1
CCOC(=O)CC(=O)CSc1nc(-c2ccccc2)cc(-c2ccc(Cl)cc2)c1C#N | i | 12 | 2 | -2 | 7 | -1.1 | 7 | 0.9 | -11 | -2
Cc1nc(NC(=O)COC(=O)C2CC3CCCC(C2)C3=O)c(Cl)cc1Cl (stereo unspecified) | i | 0 | 3 | 2 | 10 | -0.1 | 10 | -0.9 | 3 | -2
CCOC(=O)CN1C(=O)C(O)(C2CCc3ccccc3C2=O)c2ccccc21 (stereo unspecified) | i | -1 | -4 | -3 | -12 | 0.5 | 12 | -1.6 | -2 | -2
O=C(N/N=C/c1ccc(N2CCOCC2)cc1)c1ccc(O)cc1 | i | -3 | -4 | -16 | 3 | 0.0 | -32 | 0.3 | -6 | -2
COc1cccc(C(=O)OCC(=O)c2ccc(Br)s2)c1 | i | 2 | -3 | -23 | 3 | 0.4 | -5 | 3.1 | -5 | 2
CN(C)S(=O)(=O)c1ccc(C(=O)NCC(=O)N/N=C/c2ccco2)cc1 | i | -1 | 5 | -1 | 7 | -0.6 | -2 | -1.0 | 1 | -2
Cc1cc(C(=O)Nc2ccc(N3CCCC3)c(Cl)c2)ccc1[N+](=O)[O-] | i | -10 | 4 | -7 | -3 | -0.3 | -4 | 3.1 | -10 | -2
COc1ccccc1-n1cc(-c2ccccc2)[nH]c1=S | i | 0 | -1 | 4 | -1 | 0.2 | 9 | -1.7 | -7 | 4
CCc1nnc(NS(=O)(=O)c2ccc(NC(=S)NC(=O)c3ccc(OC)c(OC)c3)cc2)s1 | i | -1 | 8 | 22 | 8 | -0.1 | -14 | -1.4 | -7 | 2
COC(=O)C1=NN(C(=O)c2ccccc2)C(O)(c2ccc([N+](=O)[O-])cc2)C1 (stereo unspecified) | i | -1 | -7 | -24 | -1 | 0.4 | 2 | -0.1 | -12 | 0
COc1ccc(NC(=O)Cn2c([N+](=O)[O-])cnc2C)cc1Cl | i | 1 | -1 | -5 | -11 | -0.5 | 9 | -2.1 | 1 | -1

Sorted by value in Scp1 inh (low to high): four from the list above
Molecule | Scp1 inh
CCOC(=O)CC(=O)CSc1nc(-c2ccccc2)cc(-c2ccc(Cl)cc2)c1C#N | -11
COc1ccccc1-n1cc(-c2ccccc2)[nH]c1=S | -7
CN(C)S(=O)(=O)c1ccc(C(=O)NCC(=O)N/N=C/c2ccco2)cc1 | 1
CCN(CC)c1ccc(/C=N/NS(=O)(=O)c2ccc(CNC(C)=O)cc2)cc1 | 3

In another format: entries from further up
> CCOc1ccc(C(=O)CCCC(=O)c2ccc(OCC)cc2)cc1
  Neddyl block = i
  DNMT1 inh = 6
  NadD block = 0
  SUMO1 PPI mod = 9
  SKN-1 block = 1
  TbMetRS inhib = 0.2
  CendR NRP1 mod = 1
  LMPTP block = 26
  Scp1 inh = 77*
  STEP inh = 8
> CCN(CC)c1ccc(/C=N/NS(=O)(=O)c2ccc(CNC(C)=O)cc2)cc1
  Neddyl block = i
  DNMT1 inh = -2
  NadD block = 0
  SUMO1 PPI mod = -5
  SKN-1 block = -1
  TbMetRS inhib = 0.2
  CendR NRP1 mod = -3
  LMPTP block = -0.8
  Scp1 inh = 3
  STEP inh = 2
> O=C(CSc1nnnn1-c1ccccc1)Nc1ccc(N2CCOCC2)c(Cl)c1
  Neddyl block = i
  DNMT1 inh = -6
  NadD block = 17
  SUMO1 PPI mod = 0
  SKN-1 block = -2
  TbMetRS inhib = -1.1
  CendR NRP1 mod = -4
  LMPTP block = -0.8
  Scp1 inh = 5
  STEP inh = -6
> CN(CC1CCCN(CCc2ccc(F)cc2)C1)C(=O)CCC(N)=O (stereo unspecified)
  Neddyl block = i
  DNMT1 inh = 2
  NadD block = -1
  SUMO1 PPI mod = 4
  SKN-1 block = 6
  TbMetRS inhib = -0.7
  CendR NRP1 mod = 3
  LMPTP block = -0.6
  Scp1 inh = -11
  STEP inh = -2

Continued:
SMILES | Neddyl block | DNMT1 inh | NadD block | SUMO1 PPI mod | SKN-1 block | TbMetRS inhib | CendR NRP1 mod | LMPTP block | Scp1 inh | STEP inh
COc1ccc(S(=O)(=O)NC(C)C(=O)Nc2ccccc2C(F)(F)F)cc1 (stereo unspecified) | i | -1 | -16 | 0 | -16 | -0.3 | 5 | -0.5 | -1 | 6
Cn1c(=O)n(C)c2cc(NS(=O)(=O)c3ccc(Br)s3)ccc21 | i | 0 | -5 | 5 | 11 | -0.3 | -4 | -0.3 | -5 | 2
COCC(=O)N(CCc1ccc(OC)cc1)Cc1nc2ccccc2c(=O)[nH]1 | i | 2 | 2 | 2 | 2 | 0.8 | 6 | -0.3 | -5 | -4
COc1ccc(C(O)c2ncc(-c3cccc(C(F)(F)F)c3)[nH]2)cc1F (stereo unspecified) | i | -1 | 6 | 1 | 2 | -0.3 | -28 | 0.8 | . | -2
CC(C)c1ccc(O)c(=O)cc1 | i | 3 | -3 | -4 | 9 | 0.1 | -1 | -2.5 | . | 2
COc1ccc(N2C[C@H](C)[C@@H](CC(=O)Nc3ccc(Br)cc3)C2=O)cc1 | i | -4 | 1 | 2 | 2 | -1.1 | -15 | -0.5 | . | 2
C/C(=N\N=C(N)N)c1cccc(Cl)c1 | i | 4 | -8 | -3 | -16 | -0.4 | 3 | -0.5 | -7 | 0
CCN(Cc1ccccc1)C(=O)C1CCN(Cc2sccc2C)CC1 | i | 0 | -4 | 1 | -3 | -0.7 | -3 | -2.3 | -1 | -1
CCOC(=O)c1csc(NC(=O)c2ccc(N3C(=O)CCC3=O)cc2)n1 | i | 1 | -1 | 0 | -1 | -0.3 | 0 | -0.5 | -2 | -3
O=C(Nc1ccc2[nH]ncc2c1)c1ccccc1Br | i | -6 | -6 | 3 | 8 | -0.4 | -12 | -2.2 | 3 | -1
O=C(Nn1cnnc1)c1cc2c(s1)CCCC2 | i | -16 | 3 | 4 | 1 | -0.8 | 14 | -0.3 | 12 | -2
CC(C)Cn1cc(C(=O)N2CCC(C)CC2)c2c3ccccc3n(C)c2c1=O | i | 2 | -3 | 1 | 0 | -0.4 | -5 | -0.4 | -5 | 1
COc1ccc(CC(NC(C)=O)C(=O)NC2CCN(c3nnnn3-c3ccccc3)CC2)cc1 (stereo unspecified) | i | 0 | -2 | -1 | 15 | -0.2 | -7 | -0.1 | 3 | -4
COc1ccc(C(=O)N2CCCC2(C)C(=O)O)cc1C(F)(F)F (stereo unspecified) | i | -4 | 5 | 2 | -5 | 0.3 | 12 | -1.3 | . | 1
O=C(O)c1cccc(Nc2nc(Nc3ccccc3)nc(N3CCCC3)n2)c1 | i | 2 | 6 | 20 | 4 | 0.9 | 6 | 0.7 | -3 | -3
CCN(CC(=O)NNC(=O)c1ccccc1)Cc1ccc(OC)c(F)c1 | i | -3 | 4 | 3 | 19 | -0.4 | -1 | -0.6 | 1 | 1
COc1cccc(/C=N/NC(=O)CCCC(=O)NC2CCCCC2)c1 | i | 1 | -3 | -4 | 2 | -0.5 | -1 | -1.7 | -4 | 0
O=C(NC1CCCCC1)C1CC(=O)N(c2ccccc2)C1 (stereo unspecified) | i | 1 | 0 | 4 | -10 | 0.0 | 1 | -1.8 | -5 | -3
O=C(O)/C=C/C(=O)NCCc1ccccc1 | i | 3 | -8 | -1 | -3 | -0.1 | 3 | -2.8 | 2 | -2
CC(C)CSc1nc(N)nc2c1ncn2C1OC(CO)C(O)C1O (stereo unspecified) | i | -2 | 1 | -2 | 24 | 0.2 | 3 | -1.5 | 1 | -2
O=c1[nH]c(=S)[nH]c2scc(-c3ccc(Br)cc3)c12 | i | 0 | 3 | 20 | -12 | -0.1 | 2 | 2.1 | -7 | 2
COCC(=O)N(C)C[C@@H]1Oc2cc(Br)ccc2S(=O)(=O)N([C@H](C)CO)C[C@H]1C | i | 5 | 2 | 2 | 10 | -0.8 | 3 | -1.0 | . | 0
c1ccc(OCc2nn3c(C4CCCCC4)nnc3s2)cc1 | i | 4 | 3 | -2 | -8 | -1.0 | 14 | -1.1 | 5 | -1
O=C(N/N=C/c1c(F)cccc1Cl)c1cc(C2CC2)[nH]n1 | i | 1 | 2 | -7 | -10 | -0.2 | 11 | 0.0 | 0 | -1
O=C(CCNS(=O)(=O)c1cccs1)N1CCc2ccccc2C1 | i | -10 | -4 | 1 | -27 | -0.3 | -1 | -2.1 | -7 | -1
O=C(NC(Cc1ccccc1)C(=O)O)/C(=C/c1ccco1)NC(=O)c1cccc(Br)c1 (stereo unspecified) | i | 16 | 2 | 8 | 12 | -0.2 | -52 | 0.4 | 18 | 1
